West Nile antiviral: West Nile virus antiviral activity, cell-based, CPE readout (AID 1621) | West Nile virus-infected cells, CPE inhibition; higher % means a stronger effect | CPE inhibition, % at 10 µM; hits with a dose series show IC50 in µM | 290,000 tested, 0.02% active; in the data active means a potency from the dose series; inconclusive means CPE inhibition mostly from about 3.7% at the one dose, without a potency; inactive means the rest, 99 in 100 with CPE inhibition below about 2.2%; further: strong numbers were not always called active
T cell HTS: modulators of CD8 T cell-vesicle binding, primary screen, mouse 2C CD8+ T cells, flow cytometry. 330,000 tested, 0.068% active. AID 2052, 2009. calls only at 7 µM. 2C CD8+ T cell-vesicle binding; hits give low values;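 active means response, share of CD8 T cells binding vesicles, and their 90th percentile fluorescence all below set limits, cut at about 80% in these data, passing the limit was not always enough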
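incubation = binding step 1.5 h, 37 °C, antibody labelling 20 min, ice | test system = 2C mouse CD8+ T cells | read-out basis = percent CD8+ FL2 mean versus row control | controls = Peptide-free naked vesicles (low) and QL9 vesicles with 0.7% DMSO vehicle (high) | detection = flow cytometry of vesicle-bound cells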
UTI89 phage lysis: inhibition of K1F phage lysis, E. coli UTI89, bacterial capsule biogenesis inhibitors, alamar blue (AID 488966) | E. coli UTI89 K1F phage lysis, alamar blue, 2 h; higher % means a stronger effect | one-dose inhibition, % at 100 µM; IC50 in µM for titrated hits | 340,000 tested, 0.02% active;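 active means phage lysis inhibition, versus mean bacterial control, above a set limit; inconclusive means no clear call, values can overlap the other calls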;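 further: capsule biogenesis inhibitors block K1F phage lysis so surviving cells raise fluorescence; higher fluorescence means more inhibition of phage lysis; actives were called in the ten point dose series up to 300 µM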
human PMI inhibition: inhibitors of human PMI, primary screen, biochemical, fluorescence intensity, coupled assay (AID 1209); inhibition, % at 20 µM; hits with a dose series show IC50 in µM; purified PMI enzyme, coupled fluorescence intensity; higher % means a stronger effect; 190,000 tested, 0.42% active;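 further: plate controls were DMSO vehicle for no effect and wells lacking substrate for full effect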
RSV antiviral HEp-2: RSV antiviral activity via CPE protection, HEp-2 cells, primary 10 µM value included (AID 2391); HEp-2 cells, RSV-induced CPE inhibition; higher % means a stronger effect; CPE inhibition, % at 10 µM; hits with a dose series show IC50 in µM; 310,000 tested, 0.13% active; in the data active means a potency from the dose series; inconclusive means CPE inhibition mostly from about 23% at the one dose, without a potency; inactive means the rest, 99 in 100 with CPE inhibition below about 21%; further: strong numbers were not always called active
M17LAP inhibition: P. falciparum M17LAP inhibitors, primary screen, biochemical, fluorogenic H-Leu-NHMec substrate, 1536-well (AID 1619) | recombinant M17LAP, H-Leu-NHMec fluorogenic kinetic assay; higher % means a stronger effect | inhibition, % at 30 µM, or IC50 in µM where a hit was titrated | 220,000 tested, 0.38% active;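 active means compound inhibiting the enzyme by more than half at any dose during confirmatory dose-response retesting; inconclusive means strong single-dose inhibitors picked by rank but not retested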;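 further: plate controls were full reaction with DMSO carrier for no effect and no enzyme background for full effect; strong numbers were not always called active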
P. falciparum M1AAP: P. falciparum M1AAP inhibitors, biochemical, fluorogenic H-Leu-NHMec substrate, 1536-well (AID 1445) | Aminopeptidase N (Plasmodium falciparum (isolate 3D7)) | recombinant M1AAP, H-Leu-NHMec fluorogenic kinetic assay; higher % means a stronger effect | inhibition, % at 30 µM, or IC50 in µM where a hit was titrated | 220,000 tested, 0.42% active;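 active means primary inhibition above the hit cutoff, then over 50% inhibition at one or more dose response concentrations, cut at about 23% in these data, passing the limit was not always enough; inconclusive means conflicting primary data, or primary hits not chosen for dose response; inactive means low primary inhibition, or under 50% at every dose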;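 further: plate controls were DMSO full reaction for no effect and no enzyme background for full effect; strong numbers were not always called active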
TNAP activators: human TNAP enzyme activators, primary screen, biochemical, luminescent, no phosphate acceptor, uHTS (AID 1001); Alkaline phosphatase, tissue-nonspecific isozyme (Homo sapiens); purified TNAP, luminescent activation assay, no phosphate acceptor; higher activation fold means a stronger effect; activation fold at 20 µM, or EC50 in µM where a hit was titrated; 200,000 tested, 0.03% active; in the data active means activation fold from about 3, or a potency from the dose series; inactive means the rest, 99 in 100 with activation fold below about 1.6; further: many of its hits are not listed in these tables
PMI inhibition: human PMI inhibitors, high substrate, primary screen, biochemical, fluorescence intensity, high mannose 6-phosphate (AID 1220); recombinant PMI enzyme, coupled fluorescence intensity; higher % means a stronger effect; one-dose inhibition, % at 20 µM; IC50 in µM for titrated hits; 190,000 tested, 0.66% active
T cell HTS vesicle-bound %: also measured in T cell HTS; calls as there; double positive events, %; measured here: CD8+ vesicle-bound cell fraction;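 binding gate set so that unloaded-vesicle control wells show 10% double positive cells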
* hit, by the source's call; i = inactive; ? = inconclusive; . = no result given; [ ] = dose if it differs, or a comment. Unless noted, no stated cut-off is given here; in the data, active means inhibition above about 50%; inactive means the rest. Not a hit list. Share with any hit: about 1.5%.

SMILES	West Nile antiviral	T cell HTS	T cell HTS vesicle-bound %	UTI89 phage lysis	human PMI inhibition	RSV antiviral HEp-2	M17LAP inhibition	P. falciparum M1AAP	TNAP activators	PMI inhibition
CCCCC(=O)Nc1nnc(SCC(=O)N2CCN(c3ccccc3OC)CC2)s1	0.6%	i	29	-4.7%	-4%	1.3%	7%	16%	1.1	5%
Cc1ccc(S(=O)(=O)Nc2ccc3c(c2)C(=O)NC3=O)cc1[N+](=O)[O-]	0.4%	i	72	-0.2%	.	0.6%	.	.	.	.
CCN(CC)CCCNC(=S)N(CCO)Cc1cc2cc3c(cc2[nH]c1=O)OCCO3	0.1%	i	16	-0.3%	.	1.8%	.	.	.	.
Cc1nc(SC(C)C(=O)NC2CCCCC2C)c2c(C)c(C)sc2n1 (stereo not drawn)	-0.5%	i	33	2.2%[50 µM]	.	3.3%	.	.	.	.
COc1ccc(Cl)cc1NC(=O)CN1CCN(S(=O)(=O)c2ccc(F)cc2)CC1	-0.6%	i	14	-0.4%	.	0.7%	.	.	.	.
CNC(=S)N1CCn2cccc2C1c1ccc(F)cc1 (stereo not drawn)	-0.8%	i	38	0.1%	-17%	0.6%	8%	3%	1	-9%
COc1cc(OC)c2c(-c3ccccc3)cc(=O)oc2c1C(CC(=O)N1CCOCC1)c1ccc(N(C)C)cc1 (stereo not drawn)	-1.2%	i	40	0.3%	.	0.1%	2%	11%	.	.
Cc1ccc(-n2nc3c(=S)[nH]nc(C)c3c2C)cc1	.	i	52	3.7%	9%	7.2%	-8%	0%	1	4%
Cc1cccc(CCNC(=O)CC2C(=O)NCCN2Cc2ccc(F)c(F)c2)n1 (stereo not drawn)	-0.2%	i	44	-0.4%	-4%	-0.1%	-2%	4%	1.1	6%
CCOc1ccc(CNC(=O)CCS(=O)(=O)Cc2cccc(Cl)c2)cc1OC	0.0%	i	24	0.1%	-10%	1.3%	-6%	1%	1.1	-13%
Cc1ccc(-n2ncc3c(=O)n(CC(=O)Nc4cccc(Cl)c4)cnc32)cc1C	0.1%	i	24	1.7%	6%	1.7%	-8%	-5%	1.1	7%
COc1ccc(CCNC(=O)c2cc(-c3ccccn3)nc3c(Cl)cccc23)cc1OC	-0.1%	i	39	-0.2%	6%	2.9%	-1%	8%	1.1	3%
Cc1ccc(C(=O)c2cc3c(cc2N)OCCO3)cc1	0.1%	i	66	-0.4%	19%	1.0%	3%	5%	1.1	16%
CN1CCN(S(=O)(=O)c2ccc3c(c2)NC(=O)CS3)CC1	0.4%	i	46	0.1%	.	0.1%	.	.	.	.
COc1cc(/C=N/NC(=O)CNC(=O)c2ccccc2)ccc1OC(=O)c1cccs1	0.1%	i	60	-0.3%	4%	1.2%	-3%	20%	1.1	8%
O=C(Nc1cc(Cl)ccc1O)c1cc2n(n1)C(C(F)(F)F)CC(c1ccc3c(c1)OCO3)N2 (stereo not drawn)	0.1%	i	62	0.4%	19%	-1.6%	-9%	10%	1	12%
COc1ccccc1N1C(=O)C2C3C=CC(C3)C2C1=O (stereo not drawn)	0.2%	i	57	1.1%	-5%	0.0%	3%	11%	1.1	-4%
CCNC(=O)NCCNC(=O)c1cc(OCC(F)(F)F)ccc1OCC(F)(F)F	-0.6%	i	33	0.1%	-2%	1.4%	-1%	-3%	1	-1%
Cc1ccnc2nc(C(=O)NCc3ccccc3)nn12	-0.3%	i	23	1.0%	-4%	1.5%	1%	-1%	1	-6%
CCCOc1ccccc1N/C(N)=N/c1nc(C)cc(C)n1	-1.5%	i	57	0.3%	-1%	17%	10%	2%	1.1	0%
COc1cc(NC(=O)c2cc(Br)cc(C)c2OC)ccc1NC(=O)C(C)C	-1.5%	i	0	0.3%	-3%	0.2%	4%	-1%	1.1	-4%
COc1ccc(OC)c(CC(=O)N2CCc3cc(OC)c(OC)cc3C2)c1	-0.3%	i	24	1.5%[50 µM]	.	9.2%	.	.	.	.
Cc1ccc(S(=O)(=O)/N=C(/NC(=S)Nc2c(C)n(C)n(-c3ccccc3)c2=O)c2ccccc2)cc1	0.3%	i	6	-0.2%[50 µM]	.	1.9%	0%	8%	.	.
COc1ccccc1/C=C1\SC(=S)N(CC(=O)Nc2nnc(C)s2)C1=O	?	i	30	.	-3%	0.8%	-3%	2%	1.1	-9%
Cc1occc1-c1nnc(SCC(=O)NCc2ccc3c(c2)OCO3)n1CC(C)C	-0.3%	i	52	-0.3%	14%	0.0%	16%	11%	1.1	12%
CCOc1ccc2[nH]c(=O)c(C(c3nnnn3Cc3ccco3)N3CCN(C)CC3)cc2c1 (stereo not drawn)	-0.3%	i	32	0.4%	.	1.3%	-71%	5%	1.1	.
CCO[C@@H]1OC(C(=O)NCc2ccccc2)=C[C@H](C2CCCCC2)[C@H]1CCCO	-0.3%	i	30	-0.8%	20%	-3.1%	-4%	-1%	1	21%
COc1ccc(Oc2coc3cc(OC(=O)c4cncc(Br)c4)ccc3c2=O)cc1	0.4%	i	48	0.0%	8%	2.0%	-36%	6%	1.1	0%
CC(=O)/C(C#N)=C1\NC(=O)C(Cc2cc(Cl)ccc2Cl)S1 (stereo not drawn)	1.8%	i	38	-1.4%	.	14%	46%	?	.	.
Fc1ccc(N2CCN(c3ncnc4c3nnn4Cc3ccccc3Cl)CC2)cc1	-0.2%	i	26	0.0%	.	0.5%	9%	1%	.	.

A section of the results above, as a working copy:
SMILES	West Nile antiviral	T cell HTS	T cell HTS vesicle-bound %	UTI89 phage lysis	human PMI inhibition	RSV antiviral HEp-2	M17LAP inhibition	P. falciparum M1AAP	TNAP activators	PMI inhibition
COc1ccc(Oc2coc3cc(OC(=O)c4cncc(Br)c4)ccc3c2=O)cc1	0.4%	i	48	0.0%	8%	2.0%	-36%	6%	1.1	0%
CC(=O)/C(C#N)=C1\NC(=O)C(Cc2cc(Cl)ccc2Cl)S1 (stereo not drawn)	1.8%	i	38	-1.4%	.	14%	46%	?	.	.

The list continues:
SMILES	West Nile antiviral	T cell HTS	T cell HTS vesicle-bound %	UTI89 phage lysis	human PMI inhibition	RSV antiviral HEp-2	M17LAP inhibition	P. falciparum M1AAP	TNAP activators	PMI inhibition
O=C(NC1CCc2ccccc21)C1CCN(S(=O)(=O)c2ccc(Cl)cc2)CC1 (stereo not drawn)	-0.8%	i	44	1.4%[50 µM]	21%	2.6%	2%	14%	1	12%
Cc1ccc(C)c(NC(=O)C2CCCN2C(=O)OC(C)(C)C)c1 (stereo not drawn)	-0.1%	i	43	0.9%	8%	2.0%	0%	5%	1.1	14%
COc1cc(CNC2CCCCCC2)cc(OC)c1OC	-0.2%	i	35	3.1%	12%	-0.7%	6%	5%	1.1	5%
COc1ccc(C2C(C(C)=O)=C(O)C(=O)N2CCO)c(OC)c1 (stereo not drawn)	0.3%	i	53	0.4%	4%	0.2%	4%	-2%	1.1	7%
Cc1ccc(N/N=C2\CCS(=O)(=O)c3sccc32)cc1	0.5%	i	30	0.8%	-78%	0.4%	15%	5%	1.2	-178%
CN(C)CCCNS(=O)(=O)c1cc(Cl)ccc1Cl	0.6%	i	30	4.4%	14%	-1.3%	7%	-6%	1.1	10%
O=C(NCCCN1CCCC1)C1CCN(C(=O)c2cc3sccc3n2Cc2ccc(F)cc2)CC1	0.3%	i	31	0.4%	3%	0.1%	7%	1%	1.1	-2%
Cc1ccc(F)cc1NC(=O)c1ccc(NS(=O)(=O)c2ccc(Br)s2)cc1	0.2%	i	40	-1.4%[50 µM]	17%	1.6%	18%	2%	1.3	6%
Nc1cccc2c1C(=O)N(CCOc1ccc(F)cc1)C2=O	-0.4%	i	9	-1.4%	.	1.4%	.	.	.	.
CN(C)S(=O)(=O)N(CCN1CCOCC1)Cc1ccccc1F	0.3%	i	56	0.3%	0%	1.5%	3%	8%	1.1	-9%
O=C(O)CSc1c[nH]c2ccccc12	0.0%	i	48	-0.1%	5%	1.0%	-4%	-4%	1.1	3%
COCCN(CCOC)c1nc(-c2ccccc2)nc2ccccc12	-1.0%	i	50	0.4%	.	3.9%	.	.	.	.
C=CCNC(=O)CCCOc1ccc(C)cc1	-0.2%	i	42	0.3%	5%	-0.1%	36%	2%	1	7%
COc1ccccc1/C=C/C(=O)OCC(=O)c1c(N)n(C)c(=O)n(C)c1=O	0.2%	i	14	3.8%	-4%	1.8%	-5%	2%	1.1	-5%
C=CCn1c(N)c(C(=O)NC2CCCCC2)sc1=S	-0.3%	i	37	0.5%	12%	-0.7%	12%	-3%	1	12%
C=CCNC(=S)NNC(=O)CCC(O)CCCCC (stereo not drawn)	-0.3%	i	10	0.8%	-8%	-0.3%	2%	-3%	1.1	-4%
COc1ccc(NC(=O)c2cc([N+](=O)[O-])ccc2NC(=O)CNC2CCCCC2C)c(OC)c1 (stereo not drawn)	0.3%	i	22	0.4%	.	1.7%	.	.	.	.
COC(=O)c1sc2ncccc2c1OCc1ccc(Cl)cc1	-0.2%	i	38	-0.1%	4%	1.6%	0%	15%	1.1	1%
CCc1ccc(N2CC(C(=O)N/N=C/c3cccc([N+](=O)[O-])c3)CC2=O)cc1 (stereo not drawn)	-0.9%	i	18	0.8%	-2%	1.2%	-2%	-10%	1	-3%
Cc1cc(C)cc(NC(=O)Nc2cnccn2)c1	-0.4%	i	68	-0.2%	.	3.1%	.	.	.	.
CC1=CC(=NOC(=O)c2cccc([N+](=O)[O-])c2)C=C(C)C1=O	-0.8%	i	50	-0.4%	23%	5.3%	36%	7%	1	20%
CCC(=O)N1CCc2cc(S(=O)(=O)NCCN3CCC(C)CC3)ccc21	0.0%	i	26	-0.4%	2%	0.5%	-19%	2%	1	-1%
CC(c1ccon1)N(C)Cc1cn(C)nc1-c1ccc2c(c1)OCCO2 (stereo not drawn)	-0.5%	i	22	0.3%	.	0.7%	-6%	-1%	.	.
Cc1cc2[nH]c(=O)c(=O)[nH]c2cc1S(=O)(=O)N1CCN(c2cccc(Cl)c2)CC1	0.7%	i	37	6.4%	.	0.8%	.	.	.	.

Screening data from PubChem.
